Screening data (PubChem)
G9a inh – qHTS Assay for Inhibitors of Histone Lysine Methyltransferase G9a | AID 504332, 2011 | Histone-lysine N-methyltransferase EHMT2 (Homo sapiens), Q96KQ7 | G9a H3K9 monomethylation, AlphaScreen, 2 h | 8.8% of 350,000 active | Potency, µM (series often up to 102 µM), for the others: at the highest dose activity, negative = inhibition, actives largely listed as inhibitors; further: on the % scale 0 is the no-effect control and ±100 the full control effect; nearly all actives have a fitted effect of over 75% in size
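G9a (20 nM) was preincubated 15 min with compound, then reacted 2 h at room temperature with 500 nM biotin-H3K9 peptide and 20 µM SAM. Monomethyl-H3K9 detected by AlphaScreen using anti-H3K9me1 antibody.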
BLM inh – qHTS Assay for Inhibitors of Bloom's syndrome helicase (BLM). Potency, µM (titrated, usually from 56.1 µM), for the others: at the highest dose activity change, negative = inhibition, most hits filed as inhibitors. AID 2528, 2010. recombinant BLM DNA unwinding, fluorescence dequenching. 0.2% of 350,000 active;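 further: plate controls were vehicle for no effect and no enzyme for full effect; nearly all actives have a fitted effect of over 35% in size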
Pol iota inh – qHTS for Inhibitors of Polymerase Iota; DNA polymerase iota (Homo sapiens), Q9UNA4; Pol iota fluorescent replication assay, 10 min; Potency, µM (doses to about 115 µM), without a hit: at the top dose activity, negative = inhibition, hits mostly inhibitors; 1% of 390,000 active; AID 588590, 2011
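Pol iota at 10 nM preincubated 15 min with compounds at room temperature; reaction started with fluorescent substrate, 50 nM final. Fluorescence read kinetically at 0 and 10 min; buffer-only wells as negative control.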
HP1b binding inh – HTS for Inhibitors of HP1-beta Chromodomain Interactions with Methylated Histone Tails; Chromobox protein homolog 1 (Homo sapiens), P83916; AlphaScreen HP1-beta / biotin-H3K9me3 peptide binding; Potency, µM (highest dose often 114 µM), for the others: at the highest dose activity change, negative = inhibition, hits mostly inhibitors; 0.56% of 390,000 active; further: nearly all actives have a fitted effect of over 70% in size; inactives centre near 23
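Compound inhibition of the preformed complex between 50 nM HP1-beta and 50 nM biotinylated H3K9me3 peptide was read by AlphaScreen. Buffer was PBS pH 7.4 with 0.01% Tween-20. Incubations ran 30 min at room temperature, with 10 ug/mL donor/acceptor beads.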
BAZ2B block – qHTS Assay for Inhibitors of BAZ2B. Potency, µM (series often up to 114 µM), for the others: at the top dose activity change, negative = inhibition, most hits filed as inhibitors. Bromodomain adjacent to zinc finger domain protein 2B (Homo sapiens), Q9UIF8. 4.4% of 360,000 active. AID 504333, 2011. AlphaScreen BAZ2B-H3K14Ac peptide displacement; further: on the % scale 0 is the no-effect control and ±100 the full control effect; nearly all actives have a fitted effect of over 60% in size
Target sequence (Q9UIF8 whole entry, looked up, the tested form may be a part): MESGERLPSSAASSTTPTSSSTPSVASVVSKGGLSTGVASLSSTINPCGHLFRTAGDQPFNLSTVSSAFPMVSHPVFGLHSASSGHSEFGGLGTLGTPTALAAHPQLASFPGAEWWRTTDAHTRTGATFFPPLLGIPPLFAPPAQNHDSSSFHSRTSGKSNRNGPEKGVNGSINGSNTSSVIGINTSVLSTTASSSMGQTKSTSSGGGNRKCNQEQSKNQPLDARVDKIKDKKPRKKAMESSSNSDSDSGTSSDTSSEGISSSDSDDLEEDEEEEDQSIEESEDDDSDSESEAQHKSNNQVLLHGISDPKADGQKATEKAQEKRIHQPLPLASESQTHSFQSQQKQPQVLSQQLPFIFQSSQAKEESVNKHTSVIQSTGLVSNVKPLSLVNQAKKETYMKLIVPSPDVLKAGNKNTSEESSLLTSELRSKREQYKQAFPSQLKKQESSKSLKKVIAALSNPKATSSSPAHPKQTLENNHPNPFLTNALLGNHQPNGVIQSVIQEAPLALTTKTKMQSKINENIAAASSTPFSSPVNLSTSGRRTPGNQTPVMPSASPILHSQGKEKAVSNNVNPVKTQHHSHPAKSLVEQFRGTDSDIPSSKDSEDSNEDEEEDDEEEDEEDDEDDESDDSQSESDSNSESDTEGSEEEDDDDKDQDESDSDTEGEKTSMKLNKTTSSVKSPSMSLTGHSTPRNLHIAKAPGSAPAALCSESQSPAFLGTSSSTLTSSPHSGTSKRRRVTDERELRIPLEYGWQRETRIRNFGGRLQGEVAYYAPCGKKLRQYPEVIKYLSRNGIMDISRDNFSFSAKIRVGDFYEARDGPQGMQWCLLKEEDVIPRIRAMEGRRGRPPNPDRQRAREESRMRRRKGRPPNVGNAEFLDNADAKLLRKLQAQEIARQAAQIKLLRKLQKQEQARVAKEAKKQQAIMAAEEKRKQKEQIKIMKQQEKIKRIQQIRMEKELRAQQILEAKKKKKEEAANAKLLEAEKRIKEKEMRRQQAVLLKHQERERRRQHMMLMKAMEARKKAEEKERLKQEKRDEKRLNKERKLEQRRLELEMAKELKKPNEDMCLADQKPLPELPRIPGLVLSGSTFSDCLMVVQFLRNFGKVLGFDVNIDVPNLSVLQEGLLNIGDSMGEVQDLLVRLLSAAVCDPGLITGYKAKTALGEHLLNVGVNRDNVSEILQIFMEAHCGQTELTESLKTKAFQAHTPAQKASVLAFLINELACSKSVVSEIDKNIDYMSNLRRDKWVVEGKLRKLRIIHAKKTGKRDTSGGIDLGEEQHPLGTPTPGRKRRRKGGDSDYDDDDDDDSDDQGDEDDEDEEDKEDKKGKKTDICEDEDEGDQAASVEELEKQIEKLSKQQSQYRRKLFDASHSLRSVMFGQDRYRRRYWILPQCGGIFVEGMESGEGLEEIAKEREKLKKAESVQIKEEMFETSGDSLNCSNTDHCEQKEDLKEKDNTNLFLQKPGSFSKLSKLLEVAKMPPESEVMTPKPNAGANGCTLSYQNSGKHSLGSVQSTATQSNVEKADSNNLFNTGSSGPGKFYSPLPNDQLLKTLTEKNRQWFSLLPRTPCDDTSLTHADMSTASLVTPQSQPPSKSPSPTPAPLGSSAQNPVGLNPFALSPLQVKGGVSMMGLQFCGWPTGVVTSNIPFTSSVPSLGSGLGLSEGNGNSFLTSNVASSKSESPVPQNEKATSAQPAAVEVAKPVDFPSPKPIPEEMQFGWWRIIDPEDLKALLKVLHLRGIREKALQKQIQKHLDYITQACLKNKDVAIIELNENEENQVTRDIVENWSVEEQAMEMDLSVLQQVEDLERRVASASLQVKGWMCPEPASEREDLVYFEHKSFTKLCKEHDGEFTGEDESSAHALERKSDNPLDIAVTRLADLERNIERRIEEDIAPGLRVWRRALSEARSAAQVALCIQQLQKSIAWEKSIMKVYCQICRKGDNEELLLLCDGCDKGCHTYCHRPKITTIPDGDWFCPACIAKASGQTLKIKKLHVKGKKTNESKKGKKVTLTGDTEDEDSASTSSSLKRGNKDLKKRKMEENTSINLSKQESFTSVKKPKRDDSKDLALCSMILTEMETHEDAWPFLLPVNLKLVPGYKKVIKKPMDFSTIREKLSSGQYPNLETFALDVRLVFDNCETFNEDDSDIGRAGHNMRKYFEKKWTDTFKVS
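Compounds, titrated to a top concentration of 110 uM, were incubated 30 min at room temperature with preformed BAZ2B/acetyl-K14 H3 peptide complex (50 nM each). Proximity signal was measured by AlphaScreen after 20 min with beads.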
Pin1 inh – qHTS Assay to Find Inhibitors of Pin1; Potency, µM (doses to about 115 µM), for inactives: top-dose activity, negative = inhibition, usual class: inhibitors; Peptidyl-prolyl cis-trans isomerase NIMA-interacting 1 (Homo sapiens), Q13526; Pin1 FP peptide displacement, HiFluor488, 10 min; 0.009% of 390,000 active; active means well fitted inhibition curve with a large enough effect in the polarisation, with a control signal flat, not every such curve was filed as active; inconclusive means small, poorly fitted or top-dose-only effect, or effect the other way, or a change in a side signal; inactive means no such curve, though single readings can be large or run the other way; the % refers to the polarisation; further: on the % scale 0 is the no-effect control and ±100 the full control effect
Tb PGK inh – qHTS Assay to Find Inhibitors of Phosphoglycerate Kinase; PGK/GAPDH coupled, Kinase-Glo luminescence, 60 min; Phosphoglycerate kinase, glycosomal (Trypanosoma brucei brucei), P07378; Potency, µM (titrated, usually from 57.5 µM), without a hit: top-dose activity change, negative = inhibition, usual class: inhibitors; 0.043% of 380,000 active; further: on the % scale 0 is the no-effect control and ±100 the full control effect; nearly all actives have a fitted effect of over 60% in size
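Luminescent ATP detection (Kinase-Glo Plus) follows a 60-minute room-temperature incubation, with wells lacking PGK as controls. Buffer: 100 mM TEA (pH 7.6), 5 mM MgCl2, 0.01% Tween-20. Coupling enzyme GAPDH (100 nM final) supplies unstable 1,3-BPG in-well.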
JMJD2A Tudor inh – qHTS Assay for Inhibitors of JMJD2A-Tudor Domain | Potency, µM (series often up to 114 µM), for the others: top-dose activity change, negative = inhibition, actives largely listed as inhibitors | 4.4% of 390,000 active | AID 504339, 2011 | Lysine-specific demethylase 4A (Homo sapiens), O75164 | AlphaScreen JMJD2A-Tudor / H3K4me3 peptide binding; further: on the % scale 0 is the no-effect control and ±100 the full control effect; nearly all actives have a fitted effect of over 50% in size
GLS inhibitor – qHTS for Inhibitors of Glutaminase (GLS); 0.21% of 410,000 active; GLS enzymatic activity, qHTS titration; Potency, µM (top dose mostly 45.5 µM), for inactives: top-dose activity change, negative = inhibition, usual class: inhibitors; further: on the % scale 0 is the no-effect control and ±100 the full control effect
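Assay buffer: 45 mM KH2PO4 pH 8.2, 0.02% Tween-20. hKGA acts on L-glutamine (1 mM solution added); product glutamate is reported by an oxidase/peroxidase Amplex Red coupling, with fluorescence taken at baseline and 30 min.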
The depositor's hits bear a star; i = inactive; ? = inconclusive; . = no result given; & = joins results of further samples; [ ] = remark or other dose. Unless noted, the call rests on the fitted dose curve; in most records, active means well fitted curve in the direction sought with a large enough effect; inconclusive means small, poorly fitted or top-dose-only effect, or another doubt; inactive means no such curve, though single readings can be large; an effect the other way counts as inactive or inconclusive. Potency means the concentration at half of the fitted maximal effect. This is a subset; count on the stated rates, not on these rows.

Codes: A = G9a inh; B = BLM inh; C = Pol iota inh; D = HP1b binding inh; E = BAZ2B block; F = Pin1 inh; G = Tb PGK inh; H = JMJD2A Tudor inh; I = GLS inhibitor
COc1ccc(CN2CC(=O)N3[C@H]4c5ccc(OC)cc5OC[C@@H]4[C@H](c4ccccc4)[C@]3(C)C2=O)cc1
  A: -6%[0.501 µM]	B: .	C: 8%	D: 21%	E: -19%	F: -3%	G: 1%	H: -22%	I: -8%

S=c1[nH]nc(NCCCN2CCOCC2)s1
  A: 1.3µM*	B: 2%	C: -6%	D: ?	E: 32µM*	F: 1%	G: -1%	H: 3.5µM*	I: ?

COC(=O)c1ccc(C(=O)N2CCCC(CNC(=O)c3ccccc3Cl)C2)cc1 (configuration not stated)
  A: -2%	B: 0%	C: 29%	D: 32%	E: 3%	F: 10%	G: -1%	H: -7%	I: -1%

COc1cccc(-c2nn(C)c3sc(C(=O)N4CCN(c5ccccc5)CC4)cc23)c1
  A: ?	B: -6%	C: ?	D: -27%	E: ?	F: 19%	G: -3%	H: ?	I: 13%

COc1ccc(-c2nsc(SCC(=O)NCc3ccc4c(c3)OCO4)n2)cc1
  A: 25µM*	B: 2%	C: 6%	D: 50%[activator]	E: -4%	F: -5%	G: i	H: 4%	I: -2%

O=C(NCc1ccc2c(c1)OCO2)c1cc(-c2ccccc2)c(N2CCOCC2)s1
  A: 3%	B: -9%	C: -19%	D: 22%	E: -32%	F: -1%	G: -3%	H: ?	I: -1%

CCCCCCC(C)OC(=O)c1ccccc1C(=O)O (configuration not stated)
  A: -2%	B: -1%	C: 41%[activator]	D: 32%	E: 3%	F: -4%	G: i	H: -11%	I: 1%

Cc1ccc2occ(-c3cc(-c4ccc(F)cc4)nc4c3COc3ccc(F)cc3-4)c(=O)c2c1
  A: 6%[59 µM]	B: -5%	C: 9%	D: 38%	E: -19%	F: 2%	G: i	H: -2%	I: 4%

CCOc1ccc(-n2c(C)nc3cc(C(=O)NCc4ccc(C)cc4)ccc32)cc1
  A: -5%[59 µM]	B: -8%	C: -6%	D: 11%	E: -16%	F: -5%	G: -7%	H: -29%	I: 1%

CCCN1CCC(NC(=S)Nc2ccc(C(=O)OCC)cc2)CC1
  A: -13%	B: -14%	C: 24%	D: 33%	E: -1%	F: 7%	G: -11%	H: -17%	I: 16%

CC(C)N(Cc1cc2ccccc2[nH]c1=O)C(=O)C1CCCCC1
  A: 3%[2.33 µM]	B: -4%	C: 5%	D: 2%	E: 2%	F: -1%	G: -5%	H: -11%	I: 6%

Cc1ccccc1C(=O)Nc1ccc2c(c1)nc(CCNC(=O)c1ccco1)n2C
  A: -16%	B: -3%	C: 25%	D: 40%[activator]	E: -14%	F: 0%	G: 1%	H: -8%	I: -2%

Cn1c(SCc2ccccc2Br)nc2ccccc2c1=O
  A: 132%[activator]	B: -10%	C: 14%	D: 112%[activator]	E: 24%	F: -8%	G: -2%	H: 42%[activator]	I: 2%

COc1cc(OC)cc(C(=O)NCCCN2CCN(CCCNC(=O)c3cc(OC)cc(OC)c3)CC2)c1
  A: -24%	B: 0%	C: 148%[activator]	D: 7%	E: ?	F: 4%	G: 4%	H: -22%	I: -9%

O=C(Cn1nnc(-c2ccccc2Cl)n1)N/N=C/c1ccc2c(c1)OCO2
  A: 123%[activator][59 µM]	B: -1%	C: -18%	D: 50%[activator]	E: -25%	F: 7%	G: i	H: -1%	I: 3%

CC1CCN(C(=O)CCCC(=O)O)CC1
  A: -13%[59 µM]	B: 5%	C: -14%	D: 50%[activator]	E: -4%	F: 2%	G: 0%	H: 14%[57.1 µM]	I: -8%

CCOc1ccc(-n2nnnc2SCC(=O)NNC(=O)c2ccco2)cc1
  A: .	B: -17%	C: 63%[activator]	D: -7%	E: 0%	F: 1%	G: 5%	H: 22µM*	I: ?

NS(=O)(=O)c1ccc(N=Cc2ccc(Br)s2)cc1
  A: -5%[59 µM]	B: 1%	C: 12%	D: 21%	E: 5%	F: 5%	G: -10%	H: -3%	I: 1%

O=C1[C@H]2[C@H](C=CC[C@H]2C(=O)N2CCOCC2)CCN1Cc1ccccc1
  A: .	B: .	C: -19%&8%	D: 29%	E: .	F: 0%	G: 8%	H: -15%	I: 1%

O=C(Nc1cc(Oc2ccccc2)cc([N+](=O)[O-])c1)C12CC3CC(C1)CC(n1cnc(Cl)n1)(C3)C2
  A: 15%	B: -10%	C: 18%	D: ?	E: -8%[57.1 µM]	F: -2%	G: -5%	H: -29%	I: -1%

CCOc1ccc(CCNC(=O)C2CCN(S(=O)(=O)CC)CC2)cc1OCC
  A: 32%[12.7 µM]	B: 0%	C: 0%	D: 19%	E: 4%	F: -13%	G: -9%	H: -9%	I: 1%

Cc1ccc(S(=O)(=O)C(CNC(=O)C(=O)NCc2ccc(Cl)cc2)c2cccs2)cc1 (configuration not stated)
  A: 8%[59 µM]	B: -4%	C: 13%	D: 24%	E: -6%	F: 5%	G: 4%	H: -8%	I: -8%

O=C1CCCCCN1Cc1nnc(SCc2nc3ccccc3s2)n1-c1ccccn1
  A: 50µM*	B: -5%	C: 39%[activator]	D: 38%[activator]	E: -22%	F: -3%	G: -2%	H: -22%	I: -5%

Cc1ccc(N(CC(N)=O)C2SC(=O)N(Cc3ccccc3)C2=O)cc1 (configuration not stated)
  A: 8%	B: -2%	C: 8%	D: 5%	E: 1%	F: .	G: .	H: -17%	I: 17%

CC[C@H]1C=C[C@@H](C(C(=O)OC)C(=O)OC)CN1C(C)=O
  A: .	B: .	C: ?	D: 43%	E: .	F: 20%	G: -2%	H: ?	I: 17%

Cc1cc2cc(CN(Cc3ccco3)C(=O)C3CCCCC3)c(=O)[nH]c2cc1C
  A: ?	B: -6%	C: -7%	D: 28%	E: -2%	F: -13%	G: i	H: -11%	I: ?

CCCCCCC#Cc1ccc2c(c1)COc1c3ccccc3nn1-2
  A: -5%[12.7 µM]	B: -4%	C: 14%	D: 85%[activator]	E: 24%	F: -2%	G: i	H: 46%[activator]	I: 0%

Cc1ccc(Cn2c(C(=O)NCCCN3CCOCC3)cc3sccc32)cc1
  A: ?	B: 3%	C: 6%	D: 24%	E: ?	F: -3%	G: -1%	H: -33%	I: 1%

O=C1ON=C(c2ccc([N+](=O)[O-])cc2)/C1=C/c1ccccc1O
  A: 79µM*	B: -2%	C: ?	D: 32%	E: -24%	F: -6%	G: 1%	H: -13%	I: -14%

Cc1nc(C(=O)Nc2cc(F)cc(Cl)c2)sc1C1(C)CC(c2ccccc2)=NO1 (configuration not stated)
  A: .	B: .	C: ?	D: 37%	E: .	F: ?	G: 6%	H: -8%	I: 0%

O=c1cnnc(NCc2ccccc2)[nH]1
  A: 10%[59 µM]	B: 2%	C: 8%	D: 33%[activator]	E: 4%	F: 1%	G: 1%	H: -3%	I: 9%

O=C(CN1C(=O)COc2ccccc2C1=O)c1ccc2c(c1)OCCO2
  A: 2%	B: -4%	C: 6%	D: 34%	E: 3%	F: ?	G: 7%	H: 2%	I: 6%

Cc1ccsc1C(=O)OCc1cc(=O)n2ccsc2n1
  A: ?	B: .	C: ?	D: 22%	E: -38%	F: -1%	G: -14%	H: -26%	I: -10%

Cc1onc(-c2ccc(Cl)cc2Cl)c1-c1csc(N/N=C/c2ccccc2)n1
  A: ?	B: -10%	C: 152%[activator]	D: -15%	E: ?	F: 13%	G: -1%	H: -33%	I: ?

CCN(Cc1ccccc1)S(=O)(=O)c1ccc(C(=O)N(CCCN(C)C)c2nc3cc4c(cc3s2)OCCO4)cc1
  A: 40µM*	B: .	C: 8%	D: ?	E: 35µM*	F: 2%	G: i	H: 45µM*	I: -6%

Cc1c(Cl)cccc1NC(=S)Nc1ccccn1
  A: 7%[59 µM]	B: 0%	C: 93%[activator]	D: 25%	E: -5%	F: -4%	G: 6%	H: 4%	I: 1%

O=C1OC(/C(=C\Nc2cc(Cl)ccc2O)[N+](=O)[O-])c2ccccc21 (configuration not stated)
  A: 10µM*	B: -10%	C: ?	D: ?	E: 45µM*	F: .	G: 0%	H: ?	I: ?

Cc1cccc(NC2=CC(=O)OC(C)C2)c1 (configuration not stated)
  A: 6%[59 µM]	B: -6%	C: -4%	D: 12%	E: 7%	F: 0%	G: -4%	H: -8%	I: 15%

CC(=O)Nc1ccc(C(=O)NCC2CCCCC2)cc1
  A: -9%[0.501 µM]	B: -1%	C: 28%	D: 39%	E: 0%	F: -4%	G: 4%	H: 3%	I: -8%

CC1CC=CC2C1C(=O)N(Cc1ccccc1)C2c1ccc(/C=C/c2ccccc2)cc1F (configuration not stated)
  A: .	B: -10%	C: -5%	D: 33%	E: .	F: 11%	G: .	H: -10%	I: .

CCOC(=O)c1c(C)[nH]c(C)c1C(=O)COC(=O)c1sccc1C
  A: 11%[12.7 µM]	B: .	C: ?	D: -16%	E: 1%	F: -3%	G: i	H: -30%	I: 3%

Cc1ccccc1N=Nc1ccc(O)c2ncccc12
  A: ?	B: 0%	C: 24%	D: ?	E: 7.9µM*	F: -14%	G: -6%	H: ?	I: 11%

Cc1ccc(NC(=O)CSc2ccccc2)cc1S(=O)(=O)N1CCOCC1
  A: -39%	B: .	C: 10%	D: 29%	E: 7%	F: -4%	G: 3%	H: -4%	I: 1%

Shown with bars between the fields: entries from further up
SMILES | G9a inh | BLM inh | Pol iota inh | HP1b binding inh | BAZ2B block | Pin1 inh | Tb PGK inh | JMJD2A Tudor inh | GLS inhibitor
O=C(CN1C(=O)COc2ccccc2C1=O)c1ccc2c(c1)OCCO2 | 2% | -4% | 6% | 34% | 3% | ? | 7% | 2% | 6%
Cc1ccsc1C(=O)OCc1cc(=O)n2ccsc2n1 | ? | . | ? | 22% | -38% | -1% | -14% | -26% | -10%
